GPT2 inh – Primary qHTS assay for inhibitors of Glutamate pyruvate transaminase 2 (GPT2); Alanine aminotransferase 2 (Homo sapiens), Q8TD30; hit rate 0.25% among 100,000; Potency, µM (doses to about 57.7 µM), for the others: at the highest dose activity change, negative = inhibition, usual class: inhibitors; Recombinant GPT2, coupled pyruvate oxidase/HRP Amplex Red fluorescence; further: potency means the concentration at half of the fitted maximal effect; nearly all actives have a fitted effect of over 60% in size; many of its hits are not listed in these tables
Target sequence (Q8TD30 whole entry, looked up): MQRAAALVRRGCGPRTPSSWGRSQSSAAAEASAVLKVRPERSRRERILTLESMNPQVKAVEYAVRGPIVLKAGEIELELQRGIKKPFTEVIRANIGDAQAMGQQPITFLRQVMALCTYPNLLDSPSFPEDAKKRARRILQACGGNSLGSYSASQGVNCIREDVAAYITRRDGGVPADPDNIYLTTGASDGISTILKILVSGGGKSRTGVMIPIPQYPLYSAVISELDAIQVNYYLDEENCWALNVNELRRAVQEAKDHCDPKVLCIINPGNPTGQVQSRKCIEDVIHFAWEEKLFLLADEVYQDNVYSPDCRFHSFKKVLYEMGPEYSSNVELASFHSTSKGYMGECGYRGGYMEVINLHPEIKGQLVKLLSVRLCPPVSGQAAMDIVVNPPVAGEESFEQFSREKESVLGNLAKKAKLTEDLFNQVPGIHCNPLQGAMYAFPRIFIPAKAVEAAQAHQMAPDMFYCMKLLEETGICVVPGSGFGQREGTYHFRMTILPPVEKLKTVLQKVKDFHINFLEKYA
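Fluorescence of coupled pyruvate oxidase/HRP/Amplex Red system (50uM Amplex, 30 min, dark) reports pyruvate formed by GPT2. Enzyme reaction: 10ng/uL GPT2, 2mM L-alanine, 250uM a-KG, 30 min room temperature, pH 7.5; 50uM AOA control.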
Luciferase inh – Firefly luciferase inhibition profiling of diverse chemical library using quantitative high-throughput screening | purified P. pyralis luciferase, luminescence, biochemical | hit rate 2.5% among 76,000 | Potency, µM (titrated, usually from 115 µM), for the others: at the top dose activity change, negative = inhibition, usual class: inhibitors; further: potency means the concentration at half of the fitted maximal effect; nearly all actives have a fitted effect of over 65% in size
Target sequence (P08659 whole entry, looked up): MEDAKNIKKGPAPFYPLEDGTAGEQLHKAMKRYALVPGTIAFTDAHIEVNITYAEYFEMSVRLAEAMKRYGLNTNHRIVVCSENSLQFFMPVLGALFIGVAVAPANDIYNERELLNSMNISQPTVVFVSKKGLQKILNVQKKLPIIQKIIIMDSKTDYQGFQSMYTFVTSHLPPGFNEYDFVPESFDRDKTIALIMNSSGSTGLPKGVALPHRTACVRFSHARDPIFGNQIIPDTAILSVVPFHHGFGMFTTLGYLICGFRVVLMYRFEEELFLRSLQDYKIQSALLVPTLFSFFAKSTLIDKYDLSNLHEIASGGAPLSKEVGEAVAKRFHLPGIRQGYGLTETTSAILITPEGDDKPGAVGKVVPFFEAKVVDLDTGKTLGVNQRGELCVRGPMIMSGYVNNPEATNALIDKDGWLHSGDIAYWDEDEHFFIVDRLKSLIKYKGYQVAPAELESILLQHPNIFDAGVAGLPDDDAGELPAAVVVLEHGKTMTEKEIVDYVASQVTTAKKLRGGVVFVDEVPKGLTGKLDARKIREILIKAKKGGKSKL
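Cell-free enzyme assay, 10nM P. pyralis luciferase, luciferin and ATP each at 10uM. Inhibition profiled over a 6-point titration, read as luminescence.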
IP6K1 inhibitor – Primary qHTS assay for small molecule inhibitors of Inositol hexaphosphate kinase 1 (IP6K1) | hit rate 0.81% among 140,000 | activity change, % (series mostly up to about 58 µM) | IP6K1 kinase, ADP-Glo luminescence, 2 h; active compounds read low | Inositol hexakisphosphate kinase 1 (Homo sapiens), Q92551 | AID 1645851, 2021; in the data active means activity change below about -25%
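ADP-Glo luminescence measures ADP made by human IP6K1 during a 2 h RT reaction with ATP/IP6 (mix at 1.3 mM/130 uM); top library doses 57.5 and 19.1 uM final.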
SNCA expr inhib – Primary qHTS assay for inhibitors of alpha-synuclein gene (SNCA) expression | Potency, µM (titrated, usually from 57.2 µM), for the others: at the highest dose activity change, negative = inhibition, actives largely listed as inhibitors | AID 1671194, 2021 | HEK-293 SNCA-luciferase knock-in, luminescence, 24 h | hit rate 0.17% among 140,000;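 further: potency means the concentration at half of the fitted maximal effect; plate controls were DMSO cells for no effect and cell-free wells for full effect; nearly all actives have a fitted effect of over 45% in size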
HEK293 tox – Cytotoxic Profiling in HEK 293 Cell Line of Diverse Libraries Using Quantitative High-Throughput Screening; HEK 293 viability, ATP luminescence (CellTiter-Glo), 48-72 h; Potency, µM (top dose mostly 115 µM), for the others: top-dose activity change, negative = cytotoxicity, actives largely listed as inhibitors; hit rate 6.6% among 94,000; AID 1345083, 2018; further: potency means the concentration at half of the fitted maximal effect; nearly all actives have a fitted effect of over 60% in size
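qHTS cytotoxicity; HEK 293, 250 cells/well; compound pinned; 48 or 72 hr, 37 degree Celsius, 5% CO2, 95% humidity; CellTiter-Glo, 10 min RT; luminescence (ATP).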
HEK293 viab – GF-AFC viability counterscreen for inhibitors of alpha-synuclein gene (SNCA) expression; HEK-293-SNCA-luc viability, GF-AFC fluorescence, 24 h; Potency, µM (series often up to 57.1 µM), for inactives: top-dose activity change, negative = cytotoxicity, most hits filed as cytotoxic; hit rate 0.12% among 150,000;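 further: potency means the concentration at half of the fitted maximal effect; 0% = DMSO-treated cells and -100% = medium-only wells without cells; nearly all actives have a fitted effect of over 30% in size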
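Cytotoxicity counterscreen: after 24 h compound treatment of genome-edited SNCA-luciferase HEK-293 cells, live-cell protease substrate GF-AFC read by fluorescence after 30 min; activity scaled between DMSO (0%) and medium-only (-100%), curves Hill-fitted.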
3T3 cytotox – Cytotoxic Profiling in NIH 3T3 Cell Line of Diverse Libraries Using Quantitative High-Throughput Screening; NIH 3T3 viability, CellTiter-Glo ATP luminescence, 48-72 h; Potency, µM (doses to about 96.7 µM), for the others: top-dose activity change, negative = cytotoxicity, hits mostly inhibitors; hit rate 4.3% among 94,000; further: potency means the concentration at half of the fitted maximal effect; nearly all actives have a fitted effect of over 55% in size
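Cytotoxicity is measured as loss of cellular ATP: NIH 3T3 cells (400/well) are exposed to compound for 48 or 72 hr at 37 °C, then CellTiter-Glo luminescence is imaged after 10 min at room temperature.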
* hit, by the source's call; i = inactive; ? = inconclusive; . = no result given; [ ] = remark or other dose. Unless noted, the call rests on the fitted dose curve; in most records, active means well fitted curve in the direction sought with a large enough effect; inconclusive means small, poorly fitted or top-dose-only effect, or another doubt; inactive means no such curve, though single readings can be large; an effect the other way counts as inactive or inconclusive. Unless noted, on the % scale 0 is the no-effect control and ±100 the full control effect.

entry | canonical_smiles | GPT2 inh | Luciferase inh | IP6K1 inhibitor | SNCA expr inhib
1 | Cc1ccccc1S(=O)(=O)N1CCC(CCC(=O)N(C)Cc2cccnc2)CC1 | i | -5% | 29 | -15%
2 | Cc1cc(C(=O)N2CCC(N3CC4CC(C3)[C@H]3CCCC(=O)N3C4)CC2)n(C)n1 (stereo not given in full) | -3% | 3% | 0 | 1%
3 | Cc1ccc(-c2nc3c(cnn3-c3ccccc3)c(=O)n2-c2ccc(Cl)cc2)cc1 | . | . | 11 | -6%
4 | O=S1(=O)c2ccccc2N(Cc2ccccc2Cl)c2ccccc21 | . | . | 7 | 36%[activator]
5 | O=C(NC1CCCCCC1)C1CCc2nnc(C3CCN([S+](=O)([O-])c4ccccc4Cl)CC3)n21 (stereo not given) | i | . | 12 | -30%[87.6 µM]
6 | CCc1ccc(C(=O)c2cn(CC(=O)Nc3ccc(OC)cc3)c3cc4c(cc3c2=O)OCO4)cc1 | . | . | 11 | ?
7 | CS(=O)(=O)Nc1ccc(C2(C(=O)NCc3cc(F)cc(F)c3)CCCCC2)cc1 | 3% | 1% | 6 | -9%
8 | CN(C)c1ccc(CN2CCOC[C@H]2c2ncc(-c3cccc(F)c3)[nH]2)cc1 | ? | 12%[172 µM] | 9 | -10%[87.6 µM]
9 | Cc1ccc(OCc2nc(-c3ccc(C(=O)N4CCN(c5cccc(C(F)(F)F)c5)CC4)cc3)oc2C)cc1 | . | . | -6 | -6%
10 | O=C(NCCN1CCOCC1)C1CN(c2ccnc3ccnn23)C1 | i | . | 0 | 17%[87.6 µM]
11 | Cc1noc(C)c1CC(=O)N1CCC(c2n[nH]c(=O)n2Cc2ccc(F)cc2)CC1 | i | -2% | 0 | -20%
12 | Cc1nc(-c2ccc(F)cc2)sc1CCNC(=O)c1ccc(OC(C)C)cc1 | . | . | 22 | 11%
13 | CC1(Cc2ccc3c(c2)OCO3)CCC(=O)N(CCc2ccncc2)C1 (stereo not given) | -26% | -5% | 6 | ?
14 | CCN(CC)C(=O)[C@@H]1C[C@H](N)CN1C(=O)c1cc2ccccc2n(C)c1=O | -16% | 2% | 1 | 4%
15 | Cc1ccc(C(=O)Nc2ccc3oc(-c4cc(Br)ccc4Cl)nc3c2)cc1 | . | . | -2 | -14%

entry | HEK293 tox | HEK293 viab | 3T3 cytotox
1 | ? | 3% | -22%
2 | 2% | 3% | i
3 | . | -6% | .
4 | . | -8% | .
5 | -13%[172 µM] | -25%[12.5 µM] | ?
6 | . | -16% | .
7 | ? | 0% | ?
8 | ? | -6%[87.6 µM] | -27%[138 µM]
9 | . | -6% | .
10 | 3%[172 µM] | 12%[87.6 µM] | -5%[138 µM]
11 | 0% | -12% | -6%
12 | . | -2% | .
13 | ? | -2% | -8%
14 | 1% | 11% | -20%
15 | . | -15% | .

(continued)
entry | canonical_smiles | GPT2 inh | Luciferase inh | IP6K1 inhibitor | SNCA expr inhib
16 | CN(C(=O)Cn1ccn2nc(-c3ccccc3)c(CO)c2c1=O)c1ccccc1 | i | 8% | 8 | -15%
17 | Cc1cccc(-c2nc(CN3CCCC(C(=O)NCc4ccc(Cl)cc4)C3)c(C)o2)c1 (stereo not given) | . | . | -1 | -29%
18 | COCCN(Cc1cnn(-c2ccccc2C)c1)CC1CC1 | -9% | 0% | -4 | 21%
19 | COC(=O)C1CCN(S(=O)(=O)c2cc3c4c(c2)CC(=O)N4CCC3)CC1 | . | . | -3 | 9%
20 | COc1ccc(CNC(=O)[C@@H]2CCC[C@@H](NCc3cnn(C)c3)CN(C)C(=O)C2)cc1 | i | 0%[172 µM] | 6 | -20%[87.6 µM]
21 | O=C(NC[C@H]1O[C@@H](CC(=O)N2CCN(c3ccccn3)CC2)[C@H](O)[C@@H]1O)Nc1ccccc1 | 0% | 4% | -3 | ?
22 | CCCc1noc(-c2ccn3c(CNC(=O)c4cccc(C)c4)nnc3c2)n1 | i | -18% | 1 | -9%
23 | CCCn1c(CNC(=O)c2ccc(F)cc2)nc2ccccc21 | . | . | -7 | 34%[activator]
24 | COc1cccc(CNCCSc2nnnn2C)c1OCc1ccc(Cl)cc1Cl | . | . | 6 | 19%
25 | COc1ccc(CN(C)Cc2ncccc2C(=O)O)cc1 | -7% | 1% | 10 | 8%
26 | Cc1cccc(C)c1OC(=O)CSc1nnc(-c2ccc3c(c2)OCO3)o1 | . | . | 13 | 36%[activator]
27 | CCCCc1nn2c(=O)cc(COC(=O)c3ccc(NC(=O)C4CCCCC4)cc3)nc2s1 | . | . | 13 | 66%[activator]
28 | O=C(Cn1c(=O)n(CC2CCCO2)c(=O)c2ccccc21)Nc1cccc(Cl)c1 (stereo not given) | . | . | -16 | -15%
29 | O=C(CSc1nc2c(c(=O)[nH]1)CN(Cc1ccc(F)cc1)CC2)Nc1cccc(C(F)(F)F)c1 | . | . | 5 | 44%[activator]
30 | CC1=C[C@@H](CN2CCC(C(N)=O)CC2)[C@H](C(C)C)C[C@H]1Cc1nnc(-c2ccccc2F)o1 | 3% | -7% | -2 | -12%

entry | HEK293 tox | HEK293 viab | 3T3 cytotox
16 | ? | -23% | -29%
17 | . | 10% | .
18 | 0% | 3% | -18%
19 | . | -4% | .
20 | i | 3%[87.6 µM] | 2%[174 µM]
21 | i | 1% | -1%
22 | -3% | 2% | -18%
23 | . | -13% | .
24 | . | -12% | .
25 | 3% | -2% | 2%
26 | . | -5% | .
27 | . | 10% | .
28 | . | ? | .
29 | . | -5% | .
30 | ? | ? | ?

Next part, overlapping the part above by seven compounds.
entry | canonical_smiles | GPT2 inh | Luciferase inh | IP6K1 inhibitor | SNCA expr inhib
24 | COc1cccc(CNCCSc2nnnn2C)c1OCc1ccc(Cl)cc1Cl | . | . | 6 | 19%
25 | COc1ccc(CN(C)Cc2ncccc2C(=O)O)cc1 | -7% | 1% | 10 | 8%
26 | Cc1cccc(C)c1OC(=O)CSc1nnc(-c2ccc3c(c2)OCO3)o1 | . | . | 13 | 36%[activator]
27 | CCCCc1nn2c(=O)cc(COC(=O)c3ccc(NC(=O)C4CCCCC4)cc3)nc2s1 | . | . | 13 | 66%[activator]
28 | O=C(Cn1c(=O)n(CC2CCCO2)c(=O)c2ccccc21)Nc1cccc(Cl)c1 (stereo not given) | . | . | -16 | -15%
29 | O=C(CSc1nc2c(c(=O)[nH]1)CN(Cc1ccc(F)cc1)CC2)Nc1cccc(C(F)(F)F)c1 | . | . | 5 | 44%[activator]
30 | CC1=C[C@@H](CN2CCC(C(N)=O)CC2)[C@H](C(C)C)C[C@H]1Cc1nnc(-c2ccccc2F)o1 | 3% | -7% | -2 | -12%
31 | CC1CCCN(S(=O)(=O)c2ccc3c(c2)c(=O)nc2ccccn23)C1 (stereo not given) | . | . | 19 | -6%
32 | CN(C)N=Nc1nc[nH]c1C(N)=O | 1% | . | . | -33%
33 | CNc1nccc(N2CCC(CC(=O)N3CCN(c4ccccc4C)CC3)CC2)n1 | -3% | 2% | 4 | 8%
34 | O=C(NCc1ccccc1Cl)c1ccc2nnc(Cc3ccco3)n2c1 | i | . | -21 | -25%
35 | Cc1ccc(NC(=O)Cn2c(=O)n(Cc3ccc4c(c3)OCO4)c(=O)c3oc4ccccc4c32)cc1C | . | . | 9 | 10%
36 | COC[C@@H]1CN(S(=O)(=O)c2cccc(F)c2)C[C@H]1c1nc(C)no1 | i | 5% | 4 | 32%[activator]
37 | C[C@@H](NC(=O)c1cnccn1)c1onc(-c2ccccc2)c1C(=O)O | -8%[88.5 µM] | -6%[172 µM] | 6 | -23%[87.6 µM]
38 | Cc1ccccc1CN1CC[C@H](c2nc3ccccc3s2)C1 | -6%[88.5 µM] | 7.9µM* | -15 | 190%[activator][87.6 µM]
39 | COc1cccc(NC(=O)c2oc3ccccc3c2NC(=O)c2ccc(F)c(F)c2)c1 | . | . | 27 | -15%
40 | O=C(COc1ccc(F)cc1)N1CCCCC1c1nc(CCOCC2CCCC2)no1 (stereo not given) | ? | -2% | 6 | ?
41 | Cc1nn(-c2ccccc2)c2c1C(C)N(CC1CN(C(=O)c3ccccc3F)C1)C2=O (stereo not given) | . | . | 9 | .
42 | Oc1c(Cl)cc(Cl)c2cccnc12 | ? | . | 11 | 8%
43 | C=CCNC(N)=S | 3% | . | 29 | -25%[25.6 µM]
44 | CC(C)c1nc2c(c(-c3ccc(O)cc3)n1)CN(C(=O)c1ccc(C(F)(F)F)cc1)CC2 | i | -1% | 10 | 2%
45 | FC(F)(F)c1ccc(CNc2cc(Cl)nc3ccnn23)cc1 | -7%[88.5 µM] | -4%[172 µM] | 8 | 10%[87.6 µM]
46 | CCCCCC(=O)N1CC(=O)N(Cc2c(OC)cccc2OC)CC(O)C1 (stereo not given) | . | . | 15 | .
47 | COCCN1C(=O)CC[C@]2(C(=O)NCc3ccccc3C)CCCC[C@@H]12 | i | -8% | 1 | -12%
48 | O=C(N[C@H]1[C@H](O)[C@H](O)C[C@@H]1c1ccc(C(F)(F)F)nc1)c1nc2ccccc2s1 | -11%[88.5 µM] | 45µM* | 8 | 31%[activator][87.6 µM]

entry | HEK293 tox | HEK293 viab | 3T3 cytotox
24 | . | -12% | .
25 | 3% | -2% | 2%
26 | . | -5% | .
27 | . | 10% | .
28 | . | ? | .
29 | . | -5% | .
30 | ? | ? | ?
31 | . | -9% | .
32 | . | -9% | .
33 | 28µM* | -22% | 45µM*
34 | ? | 8% | ?
35 | . | 11% | .
36 | 0% | 1% | -2%
37 | i | 0%[87.6 µM] | i
38 | 71µM* | 1%[87.6 µM] | ?
39 | . | -5% | .
40 | ? | -8% | ?
41 | ? | . | ?
42 | . | -3% | .
43 | . | 8%[23.9 µM] | .
44 | -24% | 8% | ?
45 | ? | 14%[87.6 µM] | ?
46 | ? | . | -26%
47 | -30% | 4% | -10%
48 | -27%[172 µM] | -7%[87.6 µM] | -22%[138 µM]

Screening data: PubChem, National Center for Advancing Translational Sciences (NCATS)

Not all compounds are listed; count on the stated rates, not on these rows.
